GPR35 antagonists: GPR35 antagonists blocking zaprinast-driven arrestin recruitment, primary screen, imaging, U2OS, beta-arrestin-GFP, zaprinast agonist (AID 2058); 290,000 compounds, 0.052% hits; U2OS GPR35 beta-arrestin-GFP translocation imaging, zaprinast antagonism; higher % means a stronger effect; one-dose inhibition, % at 10 µM; IC50 in µM for titrated hits;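 active = inhibition of at least 50% with at least 30 cells and total cytoplasm GFP at most 10,000,000; inconclusive = under 30 cells or total GFP of 10,000,000 plus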
KOR beta-arrestin-1: KOR agonists, beta-arrestin recruitment, primary screen, cell-based, luminescence, uHTS (AID 1777); KOR beta-arrestin recruitment, luminescence; higher % means a stronger effect; 280,000 compounds, 0.02% hits; activation, % at 10 µM, or EC50 in µM where a hit was titrated; in the data active = activation above about 50%, passing the limit was not always enough; also: a part of the inactive calls stands beside numbers as strong as those of hits
UTI89 phage lysis: protection from phage-mediated lysis, alamar blue read-out – E. coli UTI89, K1F phage, bacterial capsule biogenesis inhibitors (AID 488966); 340,000 compounds, 0.02% hits; E. coli UTI89 K1F phage lysis, alamar blue, 2 h; higher % means a stronger effect; inhibition, % at 100 µM; hits with a dose series show IC50 in µM;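 active = phage lysis inhibition, versus mean bacterial control, above a set limit; inconclusive = no clear call, values can overlap the other calls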;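 also: capsule biogenesis inhibitors block K1F phage lysis so surviving cells raise fluorescence; higher fluorescence means more inhibition of phage lysis; actives were called in the ten point dose series up to 300 µM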
GPR55 beta-arrestin: selective activators of receptor GPR55 – imaging, U2OS cells, beta-arrestin-GFP redistribution, primary screen (AID 1961). U2OS GPR55 beta-arrestin-GFP redistribution imaging; higher % means a stronger effect. 290,000 compounds, 0.048% hits. one-dose activation, % at 10 µM; EC50 in µM for titrated hits;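 active = activation above 40% with more than 50 cells counted in the well; inconclusive = wells holding fewer than 50 cells, flagged as toxic or sparse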;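 also: U2OS osteosarcoma cells stably expressing GPR55 and beta-arrestin-GFP; plate controls were DMSO negative control for no effect and LPI positive control for full effect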
GPR55 antagonists: GPR55 antagonists blocking LPI-driven arrestin recruitment, primary screen, imaging, U2OS, beta-arrestin-GFP, LPI agonist (AID 2013) | one-dose inhibition, % at 10 µM; IC50 in µM for titrated hits | U2OS GPR55 beta-arrestin-GFP translocation imaging, LPI antagonism; higher % means a stronger effect | 290,000 compounds, 0.13% hits;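 active = spots per cell inhibited over 60%, with over 100 cells counted and total cytoplasm intensity under 500,000; inconclusive = wells with under 100 cells, flagged as likely toxic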;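 also: U2OS cells stably carrying GPR55 and arrestin-GFP stimulated by 5 µM LPI near EC80; imaged beta-arrestin-GFP aggregate spots per cell after agonist stimulation; plate controls were LPI-stimulated DMSO wells for no effect and DMSO wells without LPI for full effect; some results filed as inactive read as strong as hits; confirmed hits need IC50 under 10 µM and bright autofluorescent wells are also inconclusive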
NOD1 inhibition: NOD1 signaling inhibitors, primary screen, cell-based, luminescence, uHTS (AID 1578); NOD1-driven NF-kB luciferase reporter cells, luminescence; higher % means a stronger effect; inhibition, % at 4 µM; hits with a dose series show EC50 in µM; 290,000 compounds, 1% hits; in the data active = inhibition mostly above about 36%, no sharp cut-off; inactive = mostly below about 34%;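 also: HEK-293T reporter cells stimulated with the NOD1 agonist gamma-tri-DAP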
NTR1 agonist: NTR1-driven beta-arrestin-GFP spot formation – imaging, U2OS cells, high content, primary screen (AID 493036) | activation, % at 20 µM | P30989 | 330,000 compounds, 0.17% hits | agonist mode;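 active = activation at or above 40% of the spot to cytoplasm intensity ratio, with at least 20 cells analyzed; inconclusive = wells under 20 cells, flagged as cytotoxic or low count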;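 also: 0% = DMSO without peptide and 100% = 100 nM NTR1 peptide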
Target sequence (P30989 whole entry, looked up): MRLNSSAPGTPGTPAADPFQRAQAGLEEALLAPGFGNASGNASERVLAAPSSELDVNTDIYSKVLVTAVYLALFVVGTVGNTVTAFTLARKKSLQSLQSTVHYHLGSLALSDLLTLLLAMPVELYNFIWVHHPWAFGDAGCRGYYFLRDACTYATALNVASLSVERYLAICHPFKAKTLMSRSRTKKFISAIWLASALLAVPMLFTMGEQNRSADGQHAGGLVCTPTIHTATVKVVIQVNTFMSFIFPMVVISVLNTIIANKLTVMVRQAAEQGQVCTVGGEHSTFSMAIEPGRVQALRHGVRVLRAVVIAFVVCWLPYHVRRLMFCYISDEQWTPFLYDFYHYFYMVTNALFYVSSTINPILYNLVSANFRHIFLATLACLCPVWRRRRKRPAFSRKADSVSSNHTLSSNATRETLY
KOR beta-arrestin-2: KOR antagonists, beta-arrestin recruitment, cell-based, luminescence, uHTS (AID 1778); KOR beta-arrestin recruitment, luminescence, antagonist mode; higher % means a stronger effect; 290,000 compounds, 0.091% hits; inhibition, % at 10 µM, or IC50 in µM where a hit was titrated; in the data active = inhibition above about 50%; also: strong numbers were not always called active
Rac1 GTP hydrolysis: MgcRacGAP GTPase-activating activity inhibitors, confirmation, biochemical, ADP Hunter fluorescence | MgcRacGAP-stimulated Rac1 GTP hydrolysis, ADP Hunter fluorescence; higher % means a stronger effect; GST-tagged Rac1 F28L mutant substrate | 340,000 compounds, 0.6% hits | inhibition, % at 30 µM, or IC50 in µM where a hit was titrated;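 active = first-screen hits whose inhibition reached a set limit at any dose in the follow-up dose series; inconclusive = inhibition above the set first-screen limit but never retested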;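 also: fluorescence reports GDP produced by GAP-driven GTP hydrolysis; strong numbers were not always called active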
NTR1 agonist cell count 20 µM: second read-out of NTR1 agonist, no call of its own (marks repeat the call); cell count; measured here: cell count, cytotoxicity flag
* = called active by the depositor; ? = inconclusive; nt = no result given; [ ] = remark or other dose.

SMILES	GPR35 antagonists	KOR beta-arrestin-1	UTI89 phage lysis	GPR55 beta-arrestin	GPR55 antagonists	NOD1 inhibition	NTR1 agonist	NTR1 agonist cell count 20 µM	KOR beta-arrestin-2	Rac1 GTP hydrolysis
CCNC(=O)CC1C(=O)N(CC)C(=S)N1NC(=O)c1ccc(Cl)cc1 (stereo not drawn)	-1%	0.4%	0.5%	0.0%	-11%	25%	0.6	86	-38%	1%
CC1CCCN(C(=O)CSc2nc3ncccc3[nH]2)C1 (stereo not drawn)	16%	-3.1%	0.6%	0.3%	5%	24%	-0.4	66	2%	9%
COc1ccc(NC(=O)c2c(NC(=O)CCC(=O)O)sc3c2CCCCC3)cc1	20%	nt	-0.4%	-0.1%	8%	-26%	3.1	31	-66%[20 µM]	13%
CCOC(=O)c1cnn(-c2cc(C)nc3c(-c4ccc(Cl)cc4)c(C)nn23)c1N	8%	6.7%	nt	0.0%	3%	-8%	nt	nt	-33%	nt
O=C(NNc1nc(-c2ccccc2)cs1)c1ccc(F)cc1	-3%	-2.5%	0.3%	-0.3%	6%	-27%	1.0	76	-1%	9%
c1cc2c(cc1-c1[nH]ncc1CN1C[C@H]3CC[C@H]1C3)OCO2	25%	4.4%	-0.5%	-0.1%	-4%	-43%	-0.1	30	-4%	3%
Cc1ccc(NC(=O)CN2CCOCC2)cc1Cl	-6%	-3.0%	0.4%	0.4%	-1%	-6%	-0.5	75	16%	12%
COC(=O)c1sc(C(F)(F)F)c(-c2ccccc2)c1S(=O)(=O)N1CCCC1	6%	nt	-1.9%	0.2%	-3%	0%	-0.8	54	23%	-7%
CCC(=O)N1CCN(c2nc(-c3ccccc3)c3c(c2C#N)CCCC3)CC1	3%	nt	2.9%	0.3%	1%	-7%	3.4	53	10%	2%
Cn1c(=O)c2c(SCc3cccnc3)nc(CC(C)(C)C)nc2n(C)c1=O	-16%	9.4%	2.1%	0.4%	-8%	5%	39	55	0%	8%
Cc1ccccc1N1CC(C(=O)NC2CCCC2)CC1=O (stereo not drawn)	3%	6.2%	-0.2%	0.0%	-8%	24%	2.9	46	-58%	4%
O=C(COc1ccccc1Cl)NC(=O)NC1CCCC1	2%	-10%	0.8%	0.2%	4%	-61%	-1.0	42	23%	8%
O=C(Nc1ccc(Cl)cc1C(=O)N1CCCC1)c1cccc([N+](=O)[O-])c1	-21%	2.0%	0.0%	0.2%	-2%	-17%	0.2	79	-11%	9%
O=C(Nc1ccccc1C(=O)NCc1ccco1)c1ccccc1	-9%	-0.2%	0.8%	-0.1%	-16%	2%	1.1	46	8%	2%
CCSc1nc2ccccc2n1CCC(=O)O	-8%	0.1%	1.8%	-0.2%	-4%	-15%	0.1	38	-1%	1%
COc1ccc(C2C=C(C)Nc3nc4ccccc4n32)cc1 (stereo not drawn)	5%	3.5%	nt	-0.1%	1%	-8%	-0.8	103	-16%	nt
Cc1ccc(S(=O)(=O)N(CC(=O)N/N=C/c2ccccc2C(=O)O)c2cc(Cl)cc(Cl)c2)cc1	0%	-0.5%	-0.1%	-0.2%	2%	-36%	0.6	46	-3%	4%
O=C(NCCCNC(=O)c1cccs1)c1cccs1	1%	6.4%	0.1%	-0.2%	3%	-34%	-1.1	17	-61%	7%
CC(C)Oc1ccc(C2CC(=O)N(c3ccccc3)C2=O)cc1 (stereo not drawn)	6%	0.5%	0.6%	-0.1%	10%	-2%	2.7	52	-9%	0%
COc1ccc(NC(=O)c2cc(-c3ccc(OC)c(OC)c3)on2)cc1OC	18%	1.6%	-2.3%	-0.1%	-6%	-9%	-2.7	66	-16%	-2%

The closing 2 entries of the part above lead into the next.
SMILES	GPR35 antagonists	KOR beta-arrestin-1	UTI89 phage lysis	GPR55 beta-arrestin	GPR55 antagonists	NOD1 inhibition	NTR1 agonist	NTR1 agonist cell count 20 µM	KOR beta-arrestin-2	Rac1 GTP hydrolysis
CC(C)Oc1ccc(C2CC(=O)N(c3ccccc3)C2=O)cc1 (stereo not drawn)	6%	0.5%	0.6%	-0.1%	10%	-2%	2.7	52	-9%	0%
COc1ccc(NC(=O)c2cc(-c3ccc(OC)c(OC)c3)on2)cc1OC	18%	1.6%	-2.3%	-0.1%	-6%	-9%	-2.7	66	-16%	-2%
CCCC(=O)Nc1ccc(NC(=O)c2ccccc2OC)cn1	12%	8.4%	-2.1%	0.3%	-14%	25%	-1.1	86	-56%	18%
CC(Oc1ccc(Cl)cc1Cl)C(=O)Nc1ccc(N2CCN(C)CC2)cc1 (stereo not drawn)	6%	-1.9%	2.2%	-0.2%	0%	-30%	-1.2	75	36%	6%
Cc1ccc(SCCNS(=O)(=O)c2ccc(F)cc2)cc1	6%	1.6%	-0.2%	0.8%	3%	5%	0.4	73	15%	8%
CCC(C)NC(=O)C(Sc1ccccc1)c1ccccc1 (stereo not drawn)	14%	-2.1%	1.0%	0.2%	0%	-9%	-2.0	84	-2%[20 µM]	5%
CCCCC1C2C(=O)N(c3ccc(C)cc3)C(=O)C2ON1c1ccccc1 (stereo not drawn)	4%	2.3%	nt	-0.1%	5%	-2%	-0.8	56	13%	nt
COc1ccc(C(=O)Nc2ccc(NC(=O)C3CC3)nc2)cc1	10%	0.5%	0.5%	-0.1%	-18%	-39%	1.9	66	-8%	6%
COc1ccc(NC(=O)c2ccc(COCC(F)(F)C(F)F)cc2)cc1OC	7%	-0.9%	-2.9%	0.7%	9%	11%	-0.6	41	16%	-1%
O=C(CCCN1C(=O)/C(=C\c2cccs2)SC1=S)Nc1ccc(O)cc1C(=O)O	-5%	4.1%	-0.1%	0.2%	1%	6%	0.2	45	-10%	13%
N#Cc1c(Nc2ccccc2)c(/C=N/NCCO)c[nH]c1=O	-13%	-3.0%	1.0%	-0.2%	13%	-17%	-0.3	91	-5%	1%
Cc1c(C(=O)NC2CCCCC2)oc2c1C(=O)CC(C)(C)C2	-8%	-2.5%	1.8%	0.2%	0%	-18%	-1.3	59	-21%	5%
Nc1c(C(=O)N/N=C/c2cccnc2)oc2nc(-c3ccccc3)cc(-c3ccco3)c12	-10%	-3.0%	nt	-0.2%	-1%	-13%	1.7	66	12%	nt
COc1ccc(-c2cc(C)no2)cc1S(=O)(=O)N1CCCN(Cc2ccccc2Cl)C1	10%	3.5%	0.2%	0.2%	-8%	-4%	2.3	56	-12%	-3%
CSc1nsc(SC)c1CO	7%	-5.2%	3.0%	0.2%	0%	-5%	-0.6	47	18%	12%
O=C(NCCc1ccccn1)c1nc(Cn2cc(Br)cn2)no1	1%	6.5%	0.5%	?	-6%	-15%	0.5	46	-20%	-3%
COc1ccc(S(=O)(=O)N2CCN(c3ccccn3)CC2)cc1[N+](=O)[O-]	-7%	nt	0.2%	-0.1%	6%	-3%	2.5	66	5%	4%
Cn1cc(CNC(=O)c2ccc3nc(Cc4ccccc4F)oc3c2)cn1	5%	7.3%	-0.1%	0.3%	9%	-54%	-0.6	71	8%	11%
CCCCC#Cc1ccc(C(=O)NNC(=O)Nc2ccccc2)o1	-4%	-1.8%	-1.9%	0.0%	-4%	1%	2.8	45	-13%	-10%
Cc1cc(C)cc(NC(=O)CSc2nnc(NC(=O)C3CC3)s2)c1	-20%	-2.8%	0.3%	-0.2%	10%	-8%	-3.9	63	-20%	0%
COc1ccc(/C=N/NC(=O)c2ccccc2OCc2ccccc2)c(OC)c1	-12%	1.2%	2.3%	0.2%	20%	-4%	18	48	-18%	4%
Cc1cc(N2CCOCC2)nc(SCC(=O)c2ccccc2)n1	8%	-3.3%	-2.6%	-0.1%	-2%	-26%	-0.1	46	-5%	-1%
CCn1c(=O)c([N+](=O)[O-])c(NCCc2ccccc2)c2ccccc21	4%	0.3%	0.5%	-0.3%	-3%	-8%	0.6	62	-15%	-1%
Cc1ccc(-c2cc(C(=O)N3CCCc4ccccc43)c3ccccc3n2)cc1	-7%	3.0%	1.8%	0.2%	13%	-18%	6.5	53	-30%	16%
CCC(=O)N1CCN(c2ccccc2NC(=O)COc2ccc(C(C)C)cc2)CC1	-14%	-2.2%	-0.4%	-0.1%	1%	-9%	6.6	73	-1%	6%
CC(NC(N)=O)C(=O)OCC(=O)c1ccc(-c2ccccc2)cc1 (stereo not drawn)	-28%	-2.1%	0.1%	-0.6%	8%	-15%	1.3	46	-26%	1%
OC(COCc1ccccc1)Cn1cnc2ccccc21 (stereo not drawn)	-8%	3.5%	7.5%	0.2%	0%	19%	1.1	86	-5%	-6%
Cn1c(=O)oc2cc(S(=O)(=O)Nc3ccccc3F)ccc21	-2%	0.6%	0.1%	-0.1%	-1%	-11%	-0.9	70	18%	6%
CCOc1ccc(NC(=O)c2ccco2)cc1	-4%	-1.9%	0.9%	0.3%	-9%	-34%	-1.0	60	-4%	10%
CCOC(=O)c1cc(C)sc1/N=C/C1=C(O)CCCC1=O	-5%	-0.4%	-0.4%[50 µM]	0.9%	-4%	-5%	1.2	47	-24%	3%
O=C(O/N=C1\CCCc2ccccc21)c1cccs1	3%	-12%	0.2%	-0.3%	21%	-14%	0.4	60	5%	4%
O=S(=O)(NCCn1ccc2ccccc21)c1ccccc1	25%	0.0%	-0.4%	0.3%	-7%	4%	-1.9	93	-3%	-1%
Cc1cc(C)c(S(=O)(=O)N2CCCOC2CNC(=O)C(=O)NCc2ccco2)c(C)c1 (stereo not drawn)	-11%	6.5%	3.4%	0.6%	10%	-20%	-2.1	47	-5%	10%
COc1ccc(C(=O)NCCN2C(=O)S/C(=C\c3cccnc3)C2=O)c(OC)c1OC	12%	-1.0%	0.2%	0.1%	0%	-31%	-1.4	47	5%	7%
Cc1ccc(S(=O)(=O)N(C)C)cc1NC(=O)COC(=O)c1ccc2c(c1)OCO2	-8%	-10%	-1.1%	0.3%	19%	-17%	1.0	42	14%	5%
COc1ccc(/C=C2/SC(=S)N(CCCC(=O)Nc3cccc(O)c3)C2=O)cc1	25%	0.1%	-0.1%	0.3%	7%	-11%	1.3	46	-10%	-2%
CC(=O)c1cccc(-n2nnnc2SCC(=O)Nc2cccc(NC(=O)c3ccco3)c2)c1	3%	1.1%	0.4%	-0.2%	10%	-20%	-0.9	56	-4%	3%
NNC(=O)c1cnn(-c2ccccc2)c1-n1cccc1	23%	2.5%	0.1%	0.3%	2%	-20%	2.9	63	12%	4%

Only part of the results is shown (hit frequency here may not be typical).
